Screening data (PubChem BioAssay)
TRPC6 act: activates the mouse TRPC6 cation channel; HEK293-TRPC6 membrane potential dye fluorescence; stronger effect = higher value; 0.13% of 310,000 active; B-score at 10 µM; Q61143; AID 2550;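 active = B-score of the integrated fluorescence ratio above library mean plus 3 SD, and starting fluorescence ratio within library mean plus 5 SD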;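 also: higher score means more depolarization so channel activation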
TRPC4 act: activators of mouse TRPC4 channel; B-score at 10 µM; Q9QUQ5; AID 2237; 0.49% of 310,000 active; HEK293 TRPC4beta/mu-opioid, Fluo4 calcium fluorescence; stronger effect = higher value;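 active = B-score above 5 SD of library B-scores, and initial fluorescence ratio not above library mean plus 5 SD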;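 also: positive B-score marks a calcium rise read as TRPC4 activation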
Target sequence (Q9QUQ5 whole entry, looked up): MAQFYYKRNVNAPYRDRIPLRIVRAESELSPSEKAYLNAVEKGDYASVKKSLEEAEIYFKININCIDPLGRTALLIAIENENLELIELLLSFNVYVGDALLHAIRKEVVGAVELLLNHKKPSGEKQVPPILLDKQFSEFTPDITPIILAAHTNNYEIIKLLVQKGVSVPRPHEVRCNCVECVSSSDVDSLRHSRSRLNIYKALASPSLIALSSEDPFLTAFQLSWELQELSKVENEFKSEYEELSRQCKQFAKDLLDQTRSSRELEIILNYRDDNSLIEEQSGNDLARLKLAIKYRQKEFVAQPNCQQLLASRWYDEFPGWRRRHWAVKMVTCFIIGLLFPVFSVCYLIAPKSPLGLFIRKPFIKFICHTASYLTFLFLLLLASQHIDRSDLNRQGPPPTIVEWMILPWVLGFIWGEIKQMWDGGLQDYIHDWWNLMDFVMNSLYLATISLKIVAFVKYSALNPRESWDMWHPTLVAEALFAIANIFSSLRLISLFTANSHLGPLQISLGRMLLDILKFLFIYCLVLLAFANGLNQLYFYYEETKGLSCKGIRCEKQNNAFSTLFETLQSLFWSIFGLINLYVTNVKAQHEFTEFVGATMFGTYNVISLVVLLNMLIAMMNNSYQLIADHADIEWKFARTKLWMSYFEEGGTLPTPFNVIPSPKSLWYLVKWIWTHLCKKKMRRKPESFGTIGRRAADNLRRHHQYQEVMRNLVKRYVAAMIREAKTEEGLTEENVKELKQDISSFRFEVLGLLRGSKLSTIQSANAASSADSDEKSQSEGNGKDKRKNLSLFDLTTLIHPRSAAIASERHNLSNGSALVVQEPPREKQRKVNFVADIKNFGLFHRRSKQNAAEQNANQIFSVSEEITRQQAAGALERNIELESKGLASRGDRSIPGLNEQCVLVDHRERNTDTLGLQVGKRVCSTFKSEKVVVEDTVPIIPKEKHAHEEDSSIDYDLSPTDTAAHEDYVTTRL
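System: HEK293 cells stably co-expressing mouse TRPC4beta and mu-opioid receptor; Schedule: Fluo4 dye loading 45 min at room temperature, 110 s recording; Detection: Fluo4 fluorescence, kinetic; Evaluation: B-scored integrated calcium fluorescence ratio; Controls: buffer (low) and maximal DAMGO (high).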
TRPC4 block: TRPC4 (mouse) channel inhibition; Q9QUQ5; HEK293 TRPC4beta/mu-opioid, DAMGO-evoked Fluo4 calcium flux; stronger effect = lower value; B-score at 10 µM; 0.39% of 300,000 active;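 active = B-score over 3 SD under the library average, no early fluorescence shift, positive overall ratio signal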
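System: stable TRPC4beta/mu-opioid receptor HEK293 cells; Dosing: single-point compound dosing; Measured by: Fluo4 Ca2+ flux fluorescence; Read-out basis: per-well B score of integrated baseline-normalized Fluo4 ratio.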
KLF5 inh: inhibitors of KLF5 expression; DLD-1 KLF5 promoter-luciferase reporter, luminescence; AID 1700; inhibition, % at 5 µM; 0.23% of 290,000 active;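 active = inhibition above a per-plate limit of that plate's mean compound inhibition plus 3 SD, cut at about 60% in these data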;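 also: 0% = DMSO wells and 100% = LY294002 at 200 µM; higher means less KLF5 promoter-driven luciferase light; inactives centre near -14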
TRPC4 PAM: allosterically enhances the mouse TRPC4 cation channel; Q9QUQ5; HEK293 TRPC4beta/mu-opioid, DAMGO EC20, Fluo-4 Ca2+ flux; stronger effect = higher value; B-score at 10 µM; 0.42% of 310,000 active;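 active = B-score of calcium response area above 5 SD of library B-scores, with initial fluorescence ratio within 5 SD of library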;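 also: B-score of integrated fluorescence ratio over time as area under calcium response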
HIF act: HIF pathway transcriptional activation; 0.32% of 300,000 active; U2OS HRE-luciferase reporter, luminescence; normalized: DMSO 0%, desferrioxamine 100%; activation, % at 7.5 µM (by protocol);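 active = mean activation of at least 10% of the iron chelator positive control signal, with at least half of replicates also reaching 10%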
MrgX1 antag: antagonists of human MrgX1 receptor; 1.3% of 310,000 active; B-score at 10 µM; Q96LB2; MRGX1-HEK293 calcium flux, Fluo-4, BAM8-22 antagonism; stronger effect = lower value;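 active = calcium-response B-score plate-corrected more than 3 library SD below zero, starting fluorescence within 5 deviations, no agonist response on first addition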;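 also: peak minus trough fluorescence over baseline after final BAM8-22 challenge near maximal dose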
SKKanGAS inh: blocks kanamycin growth of S. pyogenes SKKanGAS strain. BacTiter-Glo, 6 h. inhibition, % at 7.5 µM. 1.3% of 300,000 active;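 active = mean replicate score, as percent of positive control median, at least 50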;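 also: strain carries kanamycin resistance gene driven by streptokinase promoter and grows in 40 µg/ml kanamycin; loss of luminescence reflects streptokinase promoter inhibition or plain growth inhibition; 0% = median of DMSO wells and 100% = positive control at its reference dose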
TRPC6 inhibitor: mouse TRPC6 channel inhibition | Q61143 | HEK293-TRPC6, membrane potential dye, ACh-evoked depolarization; stronger effect = lower value | B-score at 10 µM | 1.1% of 310,000 active;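 active = B-score under library mean minus 3 SD, initial fluorescence not abnormally high, positive integrated signal ratio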;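 also: B-score derived from integrated fluorescence ratio over the kinetic read; more negative B-score means stronger inhibition of depolarization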
aSyn 5UTR inh: MLPCN primary screen, SNCA 5' untranslated region. alpha-synuclein 5'UTR reporter, inhibitor activity. inhibition, % (tested at 7.5 µM). 0.82% of 300,000 active. AID 1813; in the data active = inhibition above about 60%;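 also: H4 neuroglioblastoma cells stably carrying SNCA 5'UTR luciferase fusion; 0% = DMSO wells and 100% = positive control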
IEC-6 cytotox: counter-screen for KLF5 inhibitors: cytotoxicity in IEC-6 cells | inhibition, % at 5 µM | IEC-6 cytotoxicity, luminescence viability | 0.78% of 290,000 active; in the data active = inhibition above about 22%;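 also: 0% = plate median of test compound wells and 100% = cytotoxic reference compound wells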
The depositor's hits bear a star; i = inactive; x = no result given.

nr	canonical_smiles	TRPC6 act	TRPC4 act	TRPC4 block	KLF5 inh	TRPC4 PAM	HIF act	MrgX1 antag	SKKanGAS inh	TRPC6 inhibitor	aSyn 5UTR inh	IEC-6 cytotox
1	CCc1ccc(OCc2nc(-c3ccccn3)no2)c(Br)c1	i	i	i	-84.3	i	-0.1	i	8.4	i	10.2	-1.7
2	COc1ccccc1N=Nc1c(C)n[nH]c1C	i	i	i	-4.9	i	-1.0	i	-5.2	i	8.7	7.0
3	CCOC(=O)Cn1nnc2c(sc3nc4c(c(-c5ccccc5)c32)CCC4)c1=O	i	i	i	-26.4	i	-0.5	i	7.5	i	21.4	-0.9
4	Cc1ccc(S(=O)(=O)N2CCCN(c3nccc(C(F)(F)F)n3)CC2)cc1	i	i	i	-14.4	i	-0.7	i	0.1	i	0.2	-8.3
5	Cc1nn(C(=O)c2c(-c3ccccc3)noc2C)c(C)c1N=Nc1cc(C(F)(F)F)cc(C(F)(F)F)c1	i	i	i	-14.7	i	0.8	i	2.2	i	6.5	1.4
6	C=CCSc1nc2ccsc2c(=O)n1-c1cccnc1	i	i	i	-20.3	i	-0.2	i	1.3	i	28.8	-7.5
7	Cc1c(C(=O)N2CCCC2)oc2ccc(Br)cc12	i	i	i	-73.8	i	1.3	i	5.8	i	-57.1	-6.2
8	Clc1ccc(-c2nnsc2SCc2ccccc2)cc1	i	i	i	-37.3	i	1.8	i	13.4	i	-75.1	-3.8
9	Cc1ccc(-n2nc3c(=O)n(CCCC(=O)NCCN4CCN(C)CC4)nc(C)c3c2C)cc1	i	i	i	-14.6	i	-0.2	i	6.6	i	12.0	0.0
10	CCc1sc(C(=O)NCc2cc(C)n(C)n2)cc1Br	i	i	i	-6.2	i	-0.1	i	1.3	i	-35.7	3.8
11	O=C(COC(=O)c1cc(-c2ccco2)nc2ccccc12)NCc1ccc2c(c1)OCO2	i	i	i	-54.8	i	0.0	i	18.9	i	1.5	-8.4
12	CCOC(=O)c1ccc(N2CN(CCc3ccccc3)CNC2=S)cc1	i	i	i	-13.5	i	-0.7	i	-2.7	i	-2.1	-6.0
13	O=C(CCC(=O)N1CCN(c2ccc(Cl)c(Cl)c2)CC1)c1ccccc1	i	i	i	-10.6	i	-1.1	i	2.5	i	17.2	9.4
14	CCCn1nc(C(=O)Nc2cc(C(=O)OC)ccc2C)c2ccccc2c1=O	i	i	i	-22.4	i	-0.1	i	-4.8	i	-2.0	-9.4
15	COc1ccc(NC(=S)NC23CC4CC(CC(C4)C2)C3)cc1OC	i	i	i	-22.0	i	0.7	i	-0.5	i	-39.9	7.8
16	Cc1ccc(S(=O)(=O)C2(C(=O)N3CCN(c4ccccc4F)CC3)CC2)cc1	i	i	i	4.5	i	-1.1	i	3.0	i	7.5	3.8

As entered above:
KLF5 inh with Cc1ccc(-n2nc3c(=O)n(CCCC(=O)NCCN4CCN(C)CC4)nc(C)c3c2C)cc1 reads -14.6
IEC-6 cytotox with CCCn1nc(C(=O)Nc2cc(C(=O)OC)ccc2C)c2ccccc2c1=O reads -9.4
IEC-6 cytotox with COc1ccc(NC(=S)NC23CC4CC(CC(C4)C2)C3)cc1OC reads 7.8
KLF5 inh with O=C(COC(=O)c1cc(-c2ccco2)nc2ccccc12)NCc1ccc2c(c1)OCO2 reads -54.8
KLF5 inh with CCOC(=O)c1ccc(N2CN(CCc3ccccc3)CNC2=S)cc1 reads -13.5

Continued:
nr	canonical_smiles	TRPC6 act	TRPC4 act	TRPC4 block	KLF5 inh	TRPC4 PAM	HIF act	MrgX1 antag	SKKanGAS inh	TRPC6 inhibitor	aSyn 5UTR inh	IEC-6 cytotox
17	Cc1sc2nc(C3CC3)nc(NCCNS(C)(=O)=O)c2c1C	i	i	i	10.9	i	-1.6	i	2.1	i	11.3	-4.4
18	COc1cccc(N2CC(O)Cn3c2nc2c3c(=O)[nH]c(=O)n2C)c1 (stereo unspecified)	i	i	i	-3.6	i	0.1	i	7.5	i	30.2	-2.1
19	NS(=O)(=O)c1ccc(CCNc2nc3c(-c4cccc(F)c4)nnn3c3ccccc23)cc1	i	i	i	-7.6	i	0.2	i	12.8	i	52.1	0.7
20	Cc1cc(C(=O)N2CCCC(C(=O)c3cccc(C(F)(F)F)c3)C2)nc(C)n1 (stereo unspecified)	i	i	i	-27.1	i	0.1	i	-6.6	i	-4.5	-5.3
21	CC(=O)NC(Cc1c[nH]c2ccccc12)C(=O)O (stereo unspecified)	i	i	i	-13.7	i	0.3	i	4.3	i	6.3	-1.9
22	CCCCOc1ccc(NC(=O)C(=O)NCCCn2ccnc2)cc1	i	i	i	-11.7	i	-0.2	i	-4.1	i	66.1*	3.1
23	COc1ccc(N(CC(=O)Nc2ccc(S(=O)(=O)N3CCOCC3)cc2)S(=O)(=O)c2ccc(F)cc2)cc1	i	i	i	-1.1	i	0.1	i	8.8	i	19.9	6.4
24	O=C(NN=C1CCCC1)c1cc(Cl)cc(Cl)c1O	i	i	i	-22.4	i	-0.6	i	17.0	i	-1.0	-8.8
25	O=c1c2nnn(-c3ccccc3)c2ncn1C/C=C/c1ccccc1	i	i	i	-19.7	i	-0.2	i	-2.4	i	-15.1	-2.1
26	O=C(CN(C1CC1)S(=O)(=O)c1ccc(S(=O)(=O)N2CCCCCC2)cc1)Nc1ccccc1	i	i	i	-8.3	i	-0.2	i	-3.4	i	25.1	-1.2
27	Cc1n[nH]c(=O)nc1N/N=C/c1ccco1	i	i	i	-13.2	i	0.1	i	-0.7	i	-21.3	0.9
28	Cc1cccc(Nc2ncnc(N)c2[N+](=O)[O-])n1	i	i	i	-7.4	i	0.2	i	-2.9	i	2.8	-13.2
29	CCCCN1C(=O)CC(Sc2ncccc2C(=O)O)C1=O (stereo unspecified)	i	i	i	-17.9	i	-0.2	i	0.1	i	6.4	1.2
30	N#Cc1ccc(-c2ccc(OCC(=O)NCCc3ccccc3)cc2)cc1	i	i	i	-0.6	i	-0.2	i	-6.2	i	20.5	-8.9
31	CC(C)c1ccc(S(=O)(=O)N2CCN(C(=O)c3cc(-c4ccccc4)n[nH]3)CC2)cc1	i	i	i	2.2	i	-0.4	i	-8.6	i	11.3	8.9
32	Cc1[nH]c2c(C)cccc2c1CC(=O)O	i	i	i	-23.9	i	-0.2	i	-2.6	i	-18.4	3.3
33	CN(C)C(=O)c1ccc2c(c1)C1C3CCC(C3)C1C(c1ccccc1)N2 (stereo unspecified)	i	i	i	-16.9	i	0.1	i	-13.6	i	2.9	-7.5
34	COc1ccccc1NC(=O)c1ccc([N+](=O)[O-])o1	i	i	i	x	i	1.9	i	18.9	i	-98.1	x
35	CC(=O)Nc1ccc2[nH]ccc2c1	i	i	i	-0.6	i	0.9	i	4.4	i	-10.5	-0.6
36	CCNC(=O)NC(=O)COC(=O)c1cccc(NS(=O)(=O)/C=C/c2ccccc2)c1	i	i	i	-11.2	i	0.0	i	-6.1	i	-4.6	7.8
37	CS(=O)(=O)Cc1nc2ccccc2oc1=O	i	i	i	-38.9	i	-0.4	i	-2.4	i	-21.9	-4.4
38	O=c1[nH]c2cc(Br)cnc2nc1/C=C(\O)c1ccc(F)cc1	i	i	i	-30.6	i	1.4	-6.95*	7.2	i	-11.9	2.7
39	CCOC(=O)C1=C(C)NC(C)=C(C(=O)OCC)C1C(=O)OCC(=O)c1ccc2c(c1)OCCO2	i	i	i	13.9	i	0.1	i	-6.1	i	17.0	-5.3
40	Cc1cccc(C)c1NS(=O)(=O)c1c(C)[nH]c(=O)[nH]c1=O	i	i	i	-28.3	i	0.5	i	-9.0	i	17.5	0.0

A draw from above in order of heavy-atom count, ascending.
nr	canonical_smiles	TRPC6 act	TRPC4 act	TRPC4 block	KLF5 inh	TRPC4 PAM	HIF act	MrgX1 antag	SKKanGAS inh	TRPC6 inhibitor	aSyn 5UTR inh	IEC-6 cytotox
35	CC(=O)Nc1ccc2[nH]ccc2c1	i	i	i	-0.6	i	0.9	i	4.4	i	-10.5	-0.6
40	Cc1cccc(C)c1NS(=O)(=O)c1c(C)[nH]c(=O)[nH]c1=O	i	i	i	-28.3	i	0.5	i	-9.0	i	17.5	0.0
33	CN(C)C(=O)c1ccc2c(c1)C1C3CCC(C3)C1C(c1ccccc1)N2 (stereo unspecified)	i	i	i	-16.9	i	0.1	i	-13.6	i	2.9	-7.5

Next entries.
nr	canonical_smiles	TRPC6 act	TRPC4 act	TRPC4 block	KLF5 inh	TRPC4 PAM	HIF act	MrgX1 antag	SKKanGAS inh	TRPC6 inhibitor	aSyn 5UTR inh	IEC-6 cytotox
41	COC(=O)c1cccc2c1-c1ccccc1/C2=N/O	i	i	-7*	-3.0	i	1.1	i	-14.0	i	10.5	-10.7
42	NC(=O)c1c(NC(=O)c2cccnc2Cl)sc2c1CCCC2	i	i	i	-27.9	i	0.2	i	-2.0	i	-50.2	0.9
43	Cc1c(C)n(C)c2ccc(C(=O)NCCCN3CCN(c4ccccc4F)CC3)cc12	i	i	i	-20.3	i	0.5	i	5.7	-7.26*	31.4	-6.8
44	COc1ccc(CNCc2cccc(C)c2)cc1	i	i	i	-21.6	i	-0.3	i	-0.8	i	-24.4	-2.8
45	Cc1ccc(S(=O)(=O)CCC(=O)NCCc2ccc(Cl)cc2)cc1	i	i	i	-15.6	i	-0.9	i	0.8	i	3.7	-3.7
46	O=C(Nc1cccc2ncccc12)c1cc(Br)ccc1Cl	i	i	i	-39.1	i	0.1	i	-4.5	i	-0.3	2.9
47	Cc1ccc2nc3c(c(N)c2c1)CCN3C	i	i	-7*	-1.4	i	1.4	i	1.5	-7.07*	-38.4	12.7
48	CCOc1nc(C)ccc1-c1noc(-c2ccco2)n1	i	i	i	-36.7	i	1.3	i	-4.7	i	-79.0	8.1
49	COc1cc(C(=O)NC2CCN(Cc3nnnn3Cc3cccs3)CC2)cc(OC)c1OC	i	i	i	-34.2	i	0.0	i	0.5	i	11.0	3.4
50	NC(=O)CSc1nc2c(sc3ccccc32)c(=O)n1CCCC(=O)NCC1CCCO1 (stereo unspecified)	i	i	i	-23.9	i	0.3	i	3.7	i	1.7	1.3
